H9c2 TAG inh = reduces triacylglycerol accumulation in H9c2 cells | Nile Red lipid (TAG) fluorescence; cells loaded with 200 µM oleic acid | inhibition, % at 12.5 µM | 230,000 compounds, 0.66% hits | AID 651582;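 active = pattern-corrected inhibition of lipid staining of at least 50% with the nuclear-stain viability signal not falling by more than 50%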;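 also: 0% = DMSO wells and 100% = triacsin C control wells; some results filed as inactive read as strong as hits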
H9c2 TAG inh DAPI viability = also measured in H9c2 TAG inh; calls as there; DAPI nuclei signal change (viability), lower = more cytotoxic, %;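 whole-well DAPI fluorescence read on a plate reader as a viability signal; minus 50 percent equals half of cells still viable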
Active calls of the source: *; i = inactive. Only part of the results is shown; count on the stated rates, not on these rows.

Start of the data: the first 3 records (preview)
SMILES | H9c2 TAG inh | H9c2 TAG inh DAPI viability
O=C1Nc2ccccc2OC1CC(=O)N1CCCC1 (stereo not given) | 3.2 | -1.1
CCN(C(=O)CSc1nc2ccc(Cl)cc2[nH]1)C1CCS(=O)(=O)C1 (stereo not given) | -13.3 | -0.3
[O-]/C(=C(\C(=S)NCc1ccc2c(c1)OCO2)[n+]1ccccc1)c1ccc(Cl)s1 | 13.0 | 8.1

The listing (from the top)
SMILES | H9c2 TAG inh | H9c2 TAG inh DAPI viability
O=C1Nc2ccccc2OC1CC(=O)N1CCCC1 (stereo not given) | 3.2 | -1.1
CCN(C(=O)CSc1nc2ccc(Cl)cc2[nH]1)C1CCS(=O)(=O)C1 (stereo not given) | -13.3 | -0.3
[O-]/C(=C(\C(=S)NCc1ccc2c(c1)OCO2)[n+]1ccccc1)c1ccc(Cl)s1 | 13.0 | 8.1
COCCNC(=O)CN1C(=O)CSc2ncccc21 | -1.8 | 3.2
Nn1c(SCc2cn3ccccc3n2)nnc1-c1ccncc1 | -4.4 | 0.6
CCc1nc2sccc2c(=O)[nH]1 | -1.1 | -2.8
CS(=O)(=O)N1CCSC1c1ccc(Br)cc1 (stereo not given) | -1.4 | 0.7
Cc1ccc(C)c(N=C2NC(=O)CS2)c1 | -11.5 | 12.9
COc1ccc(C(=O)C2CCCN(S(=O)(=O)c3cccnc3)C2)c(C)c1 (stereo not given) | -6.8 | 0.7
O=C(CSc1nnnn1-c1ccc(F)cc1)Nc1nc2ccccc2s1 | 9.6 | -5.1
O=C(NCCc1ccccc1C(F)(F)F)C1CCC(=O)N(C2CC2)C1 (stereo not given) | -14.3 | 2.4
O=C1Nc2ccccc2C(O)(C(=O)N2CCCCC2)N1c1ccccc1 (stereo not given) | -11.5 | -16.8
Cc1ccc(CN2CCN(/N=C\c3cccc([N+](=O)[O-])c3)CC2)cc1 | 10.8 | -6.3
O=C(CCc1ccc(S(=O)(=O)N2CCOCC2)cc1)Nc1ccc(F)c(F)c1F | -1.8 | 1.5
Cc1ccc(/C=N/Nc2cc(C)nc(N3CCOCC3)n2)cc1 | -5.0 | 1.9
CC(C)(C)NC(=O)CN(C(=O)CCC(=O)Nc1nccs1)c1ccccc1F | 0.3 | -6.5
COc1ccc(/C=C/S(=O)(=O)NCc2ccccc2)cc1OC | -12.5 | 3.8
CS(=O)(=O)N1CCCC(C(=O)Nc2ccc3c(c2)OCCO3)C1 (stereo not given) | 10.4 | -4.3
O=C(NCc1ccc(Cl)cc1)N1CCN(C(=O)c2ccccc2)CC1 | -0.7 | 4.9
O=C(NCCCN1CCOCC1)c1cc(-c2ccc(F)cc2)nc2ccccc12 | 1.8 | 8.0
Cc1cc(C)n2nc(C(=O)NCc3ccco3)nc2n1 | -3.2 | -4.7
COCC(=O)Nc1ccc2c(c1)[C@@H]1C[C@H](CC(=O)OC)O[C@H](CO)[C@@H]1O2 | -6.6 | -1.2
Cc1ccc(-c2ccc(CN3C(C)C(=O)N(Cc4cn(Cc5ccco5)nn4)CCS3(=O)=O)cc2)cc1 (stereo not given) | -4.0 | -0.3
CCn1c(SCc2ccc(C)cc2)nnc1-c1nn(-c2ccccc2)ccc1=O | 6.9 | -14.6
COc1cc(CCC(=O)Nc2ccc(C)c(S(=O)(=O)N3CCCCCC3)c2)cc(OC)c1OC | -55.9 | 8.6
CC(NC(=O)CCOc1ccccc1)c1ccccc1 (stereo not given) | 10.8 | -2.2
C[C@@H]1CCCCO[C@H](CN(C)C(=O)Nc2ccc3c(c2)OCO3)[C@@H](C)CN([C@H](C)CO)C(=O)c2cc(NS(=O)(=O)c3ccc(F)cc3)ccc2O1 | 0.9 | 2.9
CC(C)C(=O)Nc1ncc(Cc2ccccc2Cl)s1 | 7.8 | 3.0
Cc1nnc2n(C)c(=O)c3c4c(sc3n12)COC(C)(C)C4 | 2.1 | 8.4
CCOC(=O)N1CCC(N2CCCC(C(=O)c3cccc(OC)c3)C2)CC1 (stereo not given) | 4.1 | 1.8

Compound profiles, as listed above. Order of screens: H9c2 TAG inh | H9c2 TAG inh DAPI viability
CC(C)C(=O)Nc1ncc(Cc2ccccc2Cl)s1 is entered as 7.8 | 3.0
CS(=O)(=O)N1CCCC(C(=O)Nc2ccc3c(c2)OCCO3)C1 (stereo not given) is entered as 10.4 | -4.3
CC(NC(=O)CCOc1ccccc1)c1ccccc1 (stereo not given) is entered as 10.8 | -2.2
C[C@@H]1CCCCO[C@H](CN(C)C(=O)Nc2ccc3c(c2)OCO3)[C@@H](C)CN([C@H](C)CO)C(=O)c2cc(NS(=O)(=O)c3ccc(F)cc3)ccc2O1 is entered as 0.9 | 2.9
Cc1cc(C)n2nc(C(=O)NCc3ccco3)nc2n1 is entered as -3.2 | -4.7

New compounds follow
SMILES | H9c2 TAG inh | H9c2 TAG inh DAPI viability
O=C(c1cc(C(=O)N2CCOCC2)c2nc3ccccc3n2c1)c1cc(Cl)cc(Cl)c1O | -0.3 | 7.2
NC(=O)C1CCN(C(=O)CN2CCCc3ccccc32)CC1 | 3.7 | 1.0
Cc1cccc(N/C(N)=N/c2nc(C)c(Cc3ccccc3)c(=O)[nH]2)c1 | -14.5 | 0.8
CC1(C(=O)NCc2cccnc2)CCN1C(=O)Cc1cccs1 (stereo not given) | 3.5 | -7.3
C[C@@]12C(=O)Nc3ccc(Br)cc3C(=O)N1[C@H]1c3ccccc3OC[C@@H]1[C@@H]2c1ccccc1 | 8.0 | -2.7
Cc1sc(N(C(=O)CCc2ccccc2)c2ccc(C(=O)O)cc2)nc1-c1ccccc1 | -9.5 | 6.9
O=c1cc(CSc2nnc(COc3ccccc3)o2)c2ccccc2[nH]1 | 8.3 | 1.5
CC(=O)N(C(C)=O)c1nc(-c2ccccc2)cn1/N=C/c1ccccc1 | 7.2 | 8.8
CC(C)C1C(=O)N(Cc2cn(Cc3ccco3)nn2)CCS(=O)(=O)N1Cc1ccc(-c2ccccc2)cc1 (stereo not given) | 14.0 | 2.7
Cc1ccc(C)c(S(=O)(=O)N2CCCC2CNC(=O)c2ccc([N+](=O)[O-])cc2)c1 (stereo not given) | 6.5 | 0.3
COc1ccc(C2(C(=O)Nc3ccc(C)c(C)c3)CCOCC2)cc1 | -0.3 | -4.0
COc1ccc(Cl)cc1C(=O)NCC#N | 3.5 | 5.2
O=c1cc(CO)oc(CN2CCN(c3cccc(C(F)(F)F)c3)CC2)c1O | -12.2 | 2.5
CCCCCC(=O)N1C[C@@H](O)[C@H](n2cc(COC(=O)c3ccccc3)nn2)C[C@@H]1c1ccc(Cl)cc1 | 6.0 | -2.7
CCc1ccccc1NNC(=O)c1snnc1C | -11.9 | -1.9
COc1ccc(OCCNS(=O)(=O)c2ccccc2)cc1 | -9.4 | 4.1
C[C@H](NC(=O)OCc1ccccc1)c1nnc([C@H](Cc2ccccc2)NC(=O)OC(C)(C)C)o1 | 39.8 | -5.2
COC(=O)C1CCN(C(=O)c2cc(S(=O)(=O)N3CCCCC3)ccc2Cl)CC1 | -40.9 | -5.2
Cc1ccc(-c2cc(C(=O)NCCCn3ccnc3)c3ccccc3n2)s1 | 13.6 | i
CCCC1=NN(C(=O)Cc2ccc(OC)c(OC)c2)C(O)(C(F)(F)F)C1 (stereo not given) | -7.1 | 4.3
COc1ccc(C2=CC(c3ccc(C)cc3)n3nnnc3N2)cc1 (stereo not given) | 8.6 | 16.1
CCOC(=O)c1cn(CC(=O)Nc2ccc(C(C)C)cc2)nn1 | 14.3 | -7.8
CC(=O)Nc1ccc(-n2c(C)ccc2C)cc1 | -5.0 | 3.7
CCc1ccc(OCC(=O)NNC(=O)c2cnccn2)c(Br)c1 | 15.4 | 4.6
O=C(CC1C(=O)NCCN1Cc1c(F)cccc1Cl)NCCC1=CCCCC1 (stereo not given) | 8.2 | -2.4
CC12CCC(C(=O)O)(c3nc4cc([N+](=O)[O-])ccc4nc31)C2(C)C (stereo not given) | 3.5 | 7.2
C[C@@H]1C=C[C@](Cc2ccccc2)(C(=O)NCCc2c[nH]c3ccccc23)N1C(=O)c1ccccc1 | 9.4 | -0.7
C[C@@H]1CN([C@@H](C)CO)C(=O)c2cc(Br)cnc2O[C@H]1CN(C)C(=O)c1ccncc1 | 4.9 | -5.9
CC1CCCCN1S(=O)(=O)c1ccc2c(c1)C(C)(C)C(=O)N2C (stereo not given) | -9.3 | -3.7
Cc1ccc(CN2CCN(Cc3ccc(Oc4ncccn4)cc3)CC2CCO)cc1 (stereo not given) | 3.7 | 1.0
FC(F)(F)c1ccc(Oc2ccccc2Cl)nc1 | 6.5 | -8.2
CC(C)Nc1ccc(Nc2ccnc3cc4ccccc4cc23)cc1 | 128.8 | -75.4
COc1ccc(CCNC(=O)CCC(=O)N2CCN(S(=O)(=O)c3ccccc3)CC2)cc1OC | -12.9 | 1.4
CCOC(=O)C1=C(C)NC(C)=C(C(=O)OCC)C1c1ccco1 | -3.3 | -0.8
CN(C)c1ccc(CC(=O)N2CCCCC2c2cc(C(=O)Nc3ccccc3Cl)no2)cc1 (stereo not given) | 8.4 | -29.2
CCC(=O)Nc1cc(C)c(NC(=O)c2ccco2)cn1 | -28.1 | 0.1
Cc1cc(C)n(S(=O)(=O)c2cccc([N+](=O)[O-])c2)n1 | -7.2 | 2.3
O=[N+]([O-])c1cc(C2Nc3cccc4cccc(c34)N2)ccc1Cl | 27.1 | -9.1
COc1ccc(Cl)cc1S(=O)(=O)NC(C)C(=O)NCCN1CCOCC1 (stereo not given) | 7.7 | 2.1
CCc1ncc(CN2CCCC(C(=O)Nc3cccc(-c4ccc(F)cc4)c3)C2)cn1 (stereo not given) | 2.9 | 171.1
NS(=O)(=O)c1ccc2nc(NC(=O)c3ccncc3)sc2c1 | 7.4 | -3.7
CC[N+](CC)(CC)CCCCOc1ccc2c(c1)C(=O)c1cc(OCCCC[N+](CC)(CC)CC)ccc1-2 | -16.1 | 97.4
O=C(NCc1ccncc1)c1ccc(NS(=O)(=O)c2ccc(F)cc2)cc1 | -7.6 | 3.5
CCOC(=O)c1c(NC(=O)CN2CCCCC2)sc2c1CCCC2O (stereo not given) | 10.7 | -4.5
CSc1nc2c(c(C(F)(F)F)n1)CC(C)CC2 (stereo not given) | 4.0 | -3.1

Quoted at random: two entries already listed, in no set order.
SMILES | H9c2 TAG inh | H9c2 TAG inh DAPI viability
CCC(=O)Nc1cc(C)c(NC(=O)c2ccco2)cn1 | -28.1 | 0.1
CCOC(=O)C1=C(C)NC(C)=C(C(=O)OCC)C1c1ccco1 | -3.3 | -0.8

Additional compounds.
SMILES | H9c2 TAG inh | H9c2 TAG inh DAPI viability
CC1(c2nnc(-c3ccncc3)o2)CC(c2ccc(Cl)cc2)=NO1 (stereo not given) | -15.9 | 4.0
COCC(=O)N(C)C[C@@H]1Oc2ncc(Br)cc2C(=O)N([C@@H](C)CO)C[C@H]1C | 6.0 | -0.9
CCN(CC(=O)Nc1c(F)cccc1F)C(=O)c1cc(S(=O)(=O)N2CCOCC2)ccc1N1CCCC1 | 15.7 | 0.0
CCOC(=O)C(Sc1ncc(C#N)c(N)n1)C(C)C (stereo not given) | 11.9 | -2.0
CCOc1ccccc1C1CC(=O)Nc2cc(C)c(C)cc21 (stereo not given) | 11.1 | -13.5
CCOC(=O)c1ccc(NC(=O)C(=O)NCCc2ccc(OC)cc2)cc1 | -8.6 | 7.0
CC(C)c1nc(Cl)c(C#N)c2c1CCC2 | -1.1 | -8.7
CCCCc1cc(=O)oc2c(C)c(OCc3nn[nH]n3)ccc12 | -6.1 | 6.5
CCC(=O)Oc1ccc(NC(=O)c2ccco2)cc1 | -4.5 | 4.8
c1coc(-c2ccnc3ncnn23)c1 | 14.7 | -8.2
CC(=O)c1sc2nsc(SCCN3CCCC3)c2c1N | 1.6 | 0.5
COC(=O)c1sccc1NC(=O)c1c(Cl)cnn1C | -1.0 | -4.1
COCCCNC(=O)CSc1nc2ccccc2c(=O)n1CCc1ccc(S(N)(=O)=O)cc1 | 6.5 | 5.0
CCc1nc2ccc(C(=O)NCc3ccc(OC)cc3)cn2c1N(CC)CCOC | 14.6 | 1.9
COc1ccccc1C(=O)c1ccccc1C(=O)c1ccccc1 | -12.9 | 13.5
O=C(NC1CCCC1)c1ccc(Br)o1 | 23.1 | -22.8
Cc1cc(S(=O)(=O)Nc2c(C)nn(C)c2C)c(Cl)cc1Cl | -3.8 | -3.3
Cc1nn(-c2nnc(NCc3ccccc3)nn2)c(C)c1Br | 3.9 | -5.0
O=C(N/N=C\c1cccnc1)c1cc(-c2ccccc2)nc2c(Cl)cccc12 | 7.1 | 2.0
O=C(OCc1ccc(O)cc1)c1c(-c2ccsc2)oc2ccc(N3CCOCC3)cc12 | 32.2 | 111.5
Cc1ccc(C(=O)NNC(=O)Cn2ccc(C(F)(F)F)n2)o1 | -1.7 | -13.8
C[C@H](NC(=O)c1ccco1)C(=O)Nc1nnc(SCc2ccccc2)s1 | 12.9 | -11.1
COc1ccc(S(=O)(=O)n2nc(OC(C)=O)cc2N(C(C)=O)C(C)=O)cc1 | -0.5 | -1.2
COC(=O)c1ccc(CN2C(=O)NC3(CCCc4ccccc43)C2=O)o1 (stereo not given) | 2.7 | 4.4
CCn1c(CNC(=O)c2ccco2)nnc1SCC(=O)Nc1cccc(F)c1 | -1.7 | 2.3
CC1CCCCN1C(=O)COC(=O)c1cc(Cl)c2c(c1)OCO2 (stereo not given) | -3.3 | 0.7
O=C(O)COCC(=O)Nc1ccccc1-c1ccccc1 | -4.3 | 7.2
Cc1c(NC(=O)C(C)OC(=O)CC2CC3CCC2C3)c(=O)n(-c2ccccc2)n1C (stereo not given) | -4.3 | 4.1
O=C(OCCCCOC(=O)c1ccccc1)c1ccccc1 | -0.5 | -0.8
Cn1nccc1C(=O)N1CCOCC1 | -11.4 | 2.2
CC(C)CN1C(=O)C(=O)N(CC(=O)Nc2cc(Cl)ccc2Oc2ccccc2)C1=O | -17.4 | 1.9
O=C(Nc1ccc(F)cc1)c1cc2ccccc2o1 | 6.8 | 0.1
CC(=O)Nc1cccc2c1C(=O)N(c1ccc(C)cc1)C2=O | 3.1 | -1.2
C=C(C)C(=O)N1CCN(C(=O)C(=C)C)c2ccccc21 | 3.2 | 3.7
O=C(c1cnc(N2CCN(c3ncccn3)CC2)c2ccccc12)N1CCN(c2ncccn2)CC1 | -3.3 | 8.9
